# Vif-APOBEC3G blk: blocks the Vif interaction with human APOBEC3G | Potency, µM (highest dose often 46.1 µM), without a hit: top-dose activity, negative = active, most hits filed as inhibitors | hit rate 0.076% among 410,000 | HeLa A3G-eYFP + Vif (tagged APOBEC3G with the HIV-1 protein that degrades it), YFP fluorescence, overnight;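 note: % is set by controls: 0 for no effect and ±100 for the full control effect; nearly all actives have a fitted effect of over 60% in size; hits raise eYFP signal because A3G escapes Vif-driven loss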
#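 Read-out is eYFP fluorescence (Ex 488/Em 500-530) from Vif-expressing HeLa A3G-eYFP cells; more signal means A3G escaped Vif-mediated degradation. Cells plated overnight, compound pinned in, incubated overnight at 37 deg C.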
# Vif-APOBEC3F blk: blocks the Vif interaction with APOBEC3F. HeLa A3F-eYFP + Vif (tagged APOBEC3F with the HIV-1 protein that degrades it), YFP fluorescence increase. Potency, µM (titrated, usually from 46.1 µM), for the others: at the highest dose activity, negative = active. hit rate 0.2% among 390,000. AID 602313; note: % of control where 0% means no effect; nearly all actives have a fitted effect of over 65% in size
#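 HeLa cells stably expressing A3F-eYFP plus Vif, plated and incubated overnight at 37 deg C, then exposed to compounds overnight at 37 deg C. Blocked degradation read as raised yellow fluorescence (Ex 488/Em 500-530).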
# TrxR1 substrate: rat thioredoxin reductase 1 substrate activity | purified TrxR1 substrate turnover, NADPH consumption readout | hit rate 0.01% among 390,000 | Potency, µM (highest dose often 114 µM), for the others: at the top dose activity change, negative = substrate turnover; note: % is set by controls: 0 for no effect and ±100 for the full control effect; nearly all actives have a fitted effect of over 50% in size
#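 Rat TrxR1, dispensed at 90 nM, was prereduced with 400 uM NADPH (final) for 5 min at ~22 deg C, then incubated with compound 15 min before 400 uM selenite. A first-read NADPH fluorescence drop versus no-compound background flagged substrates.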
# 12-LOX inh: ALOX12 (human) lipoxygenase inhibition; Potency, µM (doses to about 108 µM), without a hit: at the highest dose activity change, negative = inhibition, usual class: inhibitors; P18054; AID 1671190; purified 12hLO, xylenol orange hydroperoxide absorbance; hit rate 1.1% among 580,000; note: % is set by controls: 0 for no effect and ±100 for the full control effect
#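 Hydroperoxide product was detected by ferrous iron/xylenol orange as the 573 to 405 nm absorbance ratio. Arachidonic acid at 40 uM (final) was turned over for 30 min at room temperature by 150 nM human 12hLO, pH 7.0 Hepes buffer, after 15 min compound preincubation.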
# TrxR1 inh: inhibitors of rat thioredoxin reductase 1 | recombinant rTrxR1, NADPH fluorescence consumption, selenite substrate | Potency, µM (doses to about 114 µM), for the others: at the top dose activity change, negative = inhibition, most hits filed as inhibitors | hit rate 1% among 390,000 | AID 588453; note: % is set by controls: 0 for no effect and ±100 for the full control effect; nearly all actives have a fitted effect of over 65% in size
#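 Rat TrxR1 (90 nM in the dispensed reagent) was pre-reduced with 400 uM NADPH for 5 min at room temperature, then incubated with compound for 15 min. After 400 uM selenite was added, NADPH fluorescence (Ex 340/Em 450 nm) was followed for 8 min.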
# RGS4 inhibitor: blocks human RGS4-accelerated GTP hydrolysis. Transcreener GDP fluorescence polarization, RGS4-accelerated GTP hydrolysis. Potency, µM (series often up to 114 µM), for inactives: top-dose activity change, negative = inhibition, usual class: inhibitors. hit rate 0.039% among 390,000; note: % is set by controls: 0 for no effect and ±100 for the full control effect; nearly all actives have a fitted effect of over 75% in size; some results filed as inactive show a strong effect at the top dose
# Target sequence (P49798 whole entry, looked up): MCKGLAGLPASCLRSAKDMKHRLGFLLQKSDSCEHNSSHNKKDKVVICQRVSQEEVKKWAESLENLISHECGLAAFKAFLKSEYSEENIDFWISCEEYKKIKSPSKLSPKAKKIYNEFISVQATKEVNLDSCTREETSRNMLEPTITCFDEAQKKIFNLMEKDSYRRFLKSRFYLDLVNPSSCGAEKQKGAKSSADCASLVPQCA
#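 MLSMR compounds (23 nl, pin-transferred) preincubated 10 min at room temperature with a 500nM (2x) first reagent, then RGS4 at 900nM (2x) plus Transcreener GDP mix added; fluorescence polarization (620/688 nm) read before and after 90 min at 30 °C.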
# RXFP1 ag: activates the human relaxin receptor RXFP1. Q9HBX9. HEK293T-RXFP1 cAMP TR-FRET, 30 min; response scale: percent of porcine relaxin response, buffer zero. Potency, µM (doses to about 57.5 µM), without a hit: at the top dose activation, hits mostly activators. hit rate 0.3% among 370,000. AID 2676; note: % is set by controls: 0 for no effect and ±100 for the full control effect; nearly all actives have a fitted effect of over 60% in size; many of its hits are not listed in these tables
#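 HEK293 cells stably expressing RXFP1, treated 30 min at 37C with compounds plus PDE4 inhibitor Ro 20174; cAMP measured by HTRF TR-FRET. Normalized to buffer and 29 nM porcine relaxin; EC50 by Hill fit.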
# USP1 inh: USP1/UAF1 (human) deubiquitinase inhibition; O94782; recombinant USP1/UAF1, Ub-Rhodamine cleavage fluorescence; Potency, µM (top dose mostly 57.1 µM), for the others: at the highest dose activity change, negative = inhibition, actives largely listed as inhibitors; hit rate 0.23% among 390,000; note: % is set by controls: 0 for no effect and ±100 for the full control effect; nearly all actives have a fitted effect of over 60% in size; inactives centre near -12
# Target sequence (O94782 whole entry, looked up): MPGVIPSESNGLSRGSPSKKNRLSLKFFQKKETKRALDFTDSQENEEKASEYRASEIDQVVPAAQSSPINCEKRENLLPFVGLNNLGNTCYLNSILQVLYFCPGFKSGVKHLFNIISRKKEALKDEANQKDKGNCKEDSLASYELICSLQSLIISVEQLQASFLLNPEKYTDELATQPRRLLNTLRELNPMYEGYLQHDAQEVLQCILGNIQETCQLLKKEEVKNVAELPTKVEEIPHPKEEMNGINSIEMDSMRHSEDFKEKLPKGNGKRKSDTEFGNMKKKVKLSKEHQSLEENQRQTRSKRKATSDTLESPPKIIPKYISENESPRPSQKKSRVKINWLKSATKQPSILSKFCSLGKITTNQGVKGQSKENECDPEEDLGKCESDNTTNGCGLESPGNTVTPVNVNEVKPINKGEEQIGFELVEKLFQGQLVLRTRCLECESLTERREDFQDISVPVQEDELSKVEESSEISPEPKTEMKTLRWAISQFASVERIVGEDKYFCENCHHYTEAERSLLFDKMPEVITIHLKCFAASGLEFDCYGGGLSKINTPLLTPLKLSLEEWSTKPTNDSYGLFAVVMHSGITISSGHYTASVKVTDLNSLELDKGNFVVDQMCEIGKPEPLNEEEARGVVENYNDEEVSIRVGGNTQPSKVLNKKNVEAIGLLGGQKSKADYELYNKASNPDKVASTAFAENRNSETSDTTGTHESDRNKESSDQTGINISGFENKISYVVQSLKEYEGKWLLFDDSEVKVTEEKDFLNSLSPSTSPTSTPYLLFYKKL
#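 Step one: compound is pinned into 1nM USP1/UAF1 in HEPES pH 7.8 buffer with TCEP. Step two: 15 min room-temperature incubation. Step three: Ub-Rho (150nM final) starts cleavage, tracked by fluorescence over six one-minute reads.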
# IDH1 R132H inh: inhibitors of human mutant IDH1 R132H | O75874 | IDH1-R132H enzyme, NADPH consumption, diaphorase/resazurin fluorescence | Potency, µM (titrated, usually from 76.6 µM), for the others: at the highest dose activity change, negative = inhibition, actives largely listed as inhibitors | hit rate 0.093% among 390,000 | AID 602179; note: % is set by controls: 0 for no effect and ±100 for the full control effect; nearly all actives have a fitted effect of over 65% in size
#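 IDH1-R132H (0.5 ug/mL) preincubated 30 min with compound, then NADPH (0.016 mM) and alpha-KG (2 mM) added; 80 min at RT, pH 7.5. Remaining NADPH coupled via diaphorase/resazurin to fluorescence (540/590 nm); concentration-response curves normalized to no-enzyme control.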
# An asterisk follows results filed as active; i = inactive; ? = inconclusive; nt = no result given; & = joins results of further samples; [ ] = remark or other dose. Calls come from the whole dose curve; as a rule, active = well fitted curve in the direction sought with a large enough effect; inconclusive = small, poorly fitted or top-dose-only effect, or another doubt; inactive = no such curve, though single readings can be large; an effect the other way counts as inactive or inconclusive. Potency is the fitted concentration of half-maximal effect. A portion of the library. The share of hits here may be higher or lower than overall.
SMILES,Vif-APOBEC3G blk,Vif-APOBEC3F blk,TrxR1 substrate,12-LOX inh,TrxR1 inh,RGS4 inhibitor,RXFP1 ag,USP1 inh,IDH1 R132H inh
Cc1cc(C)c(S(C)(=O)=O)c(N(C)NC(=O)c2c(F)cccc2F)n1,-0.2%,-16.6%,-0.3%[57.1 µM],-21.9%,10.3%[57.1 µM],-5.8%,0.2%,-23.1%,8.1%
O=C(C[C@H]1C(=O)N(Cc2ccccc2)C[C@@H]1c1ccc(Br)cc1)Nc1ccc(Br)cc1,0.0%,-25.5%,nt,-25.7%,nt,nt,nt,-29.9%,-7.3%
Cc1ccc(C)c(OCc2nc(-c3cccnc3)no2)c1,-6.1%,-5.4%,3.7%,9.5%,12.6%,-10.5%,2.8%,-5.4%,-3.8%
C#CC(=O)N(c1cc(OC)ccc1OC)C(C(=O)NC1CCCC1)c1cccs1 (stereo not given),?,-3.8%,-2.2%,nt,1µM*,-11.0%,-0.4%,-6.8%,?
CC1(C)CC(CC(=O)O)(c2ccccc2)CCO1 (stereo not given),3.1%,-5.2%,5.2%,11.8%,15.8%,-18.8%,1.2%,1.4%,4.6%
Cc1ccc(S(=O)(=O)/N=C(/NC(=S)Nc2ccccc2)c2ccccc2)cc1,1.9%,-5.9%,0.6%,?,8.91µM*,-26.9%,0.0%,-21.0%,4.4%
CCCC(C)n1[nH]c(=O)c2c(C)cc(C)nc21 (stereo not given),-0.2%,-14.8%,10.0%[57.1 µM],5.4%,19.5%[57.1 µM],28.4%,-0.9%,-12.0%,6.2%
Cc1ccc(NC(=O)CN(C)C(=O)CCOc2cccc(C)c2)cc1,0.4%,1.2%,0.7%,1.7%,8.4%,-6.4%,-0.1%,-6.1%,1.3%
COc1ccc(CN2CCNC(=O)C2CC(=O)NC2CCCC2)cc1OC (stereo not given),-2.8%,?,15.7%,-1.3%,-5.9%,2.0%,0.2%,-11.6%,5.1%
O=C(CCCn1c(=S)[nH]c2ccccc2c1=O)N1CCCCC1,-0.7%,-8.0%,-3.1%,-8.1%,-19.2%,-23.9%,0.1%,-13.1%,6.1%
O=C1[C@H]2CC3C=CC2(O3)[C@@H]2OCCCN12 (stereo not given in full),-1.9%,-1.6%,1.2%,?,16.8%,?,-1.8%,-23.6%,13.2%
O=C(O)CN1C(=O)Nc2ccc(Br)cc2C1c1ccccc1 (stereo not given),-1.0%,-20.1%,-6.0%,78.6%[activator],-8.6%,-41.8%,-0.1%,-15.7%,-0.4%
COCC(=O)N[C@@H]1c2ccccc2CC[C@@H]1OCc1ccccc1,-3.3%,3.6%,-0.3%,15.6%,15.5%,0.3%,nt,-16.0%,-16.1%
Cc1ccc2c(C)c(C(=O)N3CCN(c4ccncc4)CC3)oc2c1C,0.2%,0.7%,-3.7%,i,10.2%,47.4%,nt,-0.7%,-3.3%
CC(C)c1ccc(C2c3c(oc4ccc(Cl)cc4c3=O)C(=O)N2CCCN2CCOCC2)cc1 (stereo not given),-0.5%,-8.0%,-8.5%,?,7.3%,-14.5%,-1.4%,0.2%,16.8%
COc1cc(NC(=O)c2noc3c2CC(C)CC3)c(OC)cc1Cl (stereo not given),-1.2%,-1.1%,-1.0%,-0.7%,21.8%,-5.0%,-3.7%,-15.6%,33.4%[activator]
CCOc1ccc(C(O)Cc2nc3ccccc3n2C)cc1 (stereo not given),-0.1%,-4.4%,5.8%,14.2%,11.0%,23.3%,-0.1%,-10.7%,0.0%
CCCCC(=O)N(Cc1ccc(F)cc1)C1CCS(=O)(=O)C1 (stereo not given),-5.3%,-16.0%,7.2%,38.0%[activator],17.5%,8.0%,-4.7%,-20.6%,3.1%
Cc1cc(C)nc(SCC(=O)N2CCCCC2)n1,1.3%,6.4%,-13.4%,-1.3%,-6.6%,0.9%,0.3%,5.2%,6.0%
O=C(CCCn1c(=S)[nH]c2ccsc2c1=O)Nc1ccc2c(c1)OCO2,-0.8%,8.3%,4.8%[57.1 µM],0.0%,-4.5%[57.1 µM],-29.3%,-1.8%,-8.7%,-2.9%
COc1ccc(C(=O)NC(=O)COC(=O)CCS(=O)(=O)c2ccc(C)cc2)cc1,1.0%,3.4%,-5.5%,13.9%,13.8%[57.1 µM],4.6%,-2.0%,-5.2%,5.2%
Cc1ccc(/C=N/n2c(C3CCCCC3)n[nH]c2=S)cc1,-6.3%,-6.7%,11.3%[57.1 µM],?,0.9%[57.1 µM],?,6.1%,-20.5%,-5.7%
COc1ccc(-c2cc(C(F)(F)F)nc(SCC(=O)Nc3cc(C)on3)n2)cc1,?,0.8%,28.9%[57.1 µM],41.8%[activator],23.0%[57.1 µM],1.5%,?,-3.4%,-2.3%
O=C(Cc1ccsc1)NCC(=O)Nc1ccc(F)c(F)c1,0.2%,-1.8%,5.5%,?,21.7%,-16.3%,-4.8%,-20.0%,0.0%
O=C(CCc1c[nH]c2ccccc12)OCc1cccc(C(F)(F)F)c1,-0.6%,3.3%,-11.5%,-23.8%,17.2%,-3.9%,nt,-18.4%,2.4%

# (listing goes on)
SMILES,Vif-APOBEC3G blk,Vif-APOBEC3F blk,TrxR1 substrate,12-LOX inh,TrxR1 inh,RGS4 inhibitor,RXFP1 ag,USP1 inh,IDH1 R132H inh
CCOc1ccc(Nc2nc(-c3cccc(Cl)c3)c3c(n2)-c2ccccc2OC3)cc1,-0.9%,10.2%,10.2%,-24.2%,12.4%,4.2%,14.6%,-5.5%,1.6%
COC(=O)c1ccc(OCC(O)CN2CCOCC2)cc1 (stereo not given),0.6%,-7.0%,-4.0%,8.9%,22.0%,0.3%,2.1%,-11.5%,8.2%
Cc1noc(C)c1COC(=O)c1csc2c1CCCC2,-4.6%,5.9%,-4.8%[57.1 µM],-11.4%,-1.6%[57.1 µM],12.7%,-0.1%,-5.5%,-7.8%
Cc1c(OCC(=O)NCC2CCC(C(=O)NCCCO)CC2)ccc2c(-c3ccccc3)cc(=O)oc12 (stereo not given),-0.6%,5.9%,1.1%,-6.7%,15.7%,-25.2%,-0.1%,-14.1%,-11.0%
CO/N=C\Cc1oc(=O)c(NC(=O)c2ccccc2)cc1C(=O)OC,1.7%,-19.0%,-6.9%[57.1 µM],107.3%[activator],-3.8%[57.1 µM],-8.7%[11.4 µM],-0.2%,-16.9%,-1.0%
Cc1nn(-c2ccc(F)cc2)c(Cl)c1C(=O)NCC1CCCO1 (stereo not given),-9.4%,0.1%,-2.1%,7.3%,8.7%,5.9%,1.5%,-1.5%,-18.0%
CCc1ccccc1Nc1ncnc2c1cnn2-c1ccc(C)cc1C,-0.3%,3.5%,0.4%[57.1 µM],?,13.7%[57.1 µM],6.7%,2.4%,-20.0%,-9.3%
CN(C)S(=O)(=O)c1cccc(C(=O)NCC2CCCO2)c1 (stereo not given),-5.2%,-4.0%,17.2%[57.1 µM],?,25.1%[57.1 µM],-22.6%,3.6%,-22.8%,-1.9%
Cc1nc2c(c(C)c1CCC(=O)N1CCN(c3ccccc3)CC1)c(=O)n(C)c(=O)n2C,7.1%,-20.7%,-7.4%,8.4%,1.9%,4.5%,0.7%,-13.0%,27.1%
CC(=O)c1c(C)[nH]c(C(=O)NC(C)c2ccccc2)c1C (stereo not given),-1.7%,-0.6%,26.1%,0.2%,12.2%,3.1%,3.5%,-21.5%,12.3%
Cn1ncc([N+](=O)[O-])c1C(=O)Nc1ccccc1C#N,-5.5%,1.0%,nt,0.4%,nt,nt,nt,?,-3.2%
NS(=O)(=O)c1cccc(NC(=O)COC(=O)CC2Sc3ccccc3NC2=O)c1 (stereo not given),0.1%,3.2%,-3.8%,5.3%,9.7%,-6.2%,nt,-18.7%,2.4%
N#Cc1nc(/C=C/c2ccc(F)cc2)oc1N1CCCCC1,4.1%,5.3%,460.3%[activator],2.9%&-27.3%,88.2%[activator],12.7%,20.3%,-18.3%,0.0%
CN(C)c1ccc(C2N(C(=O)N3CCOCC3)CCN2S(=O)(=O)c2ccccc2)cc1 (stereo not given),-2.3%,1.7%,-13.9%,-39.2%,-16.2%,-4.8%,1.0%,-14.5%,-0.1%
Cc1ccc(C)c(N2CCN(C(=O)c3cnc4c(-c5ccccc5)c(C)nn4c3C)CC2)c1,-2.4%,-1.5%,0.0%[57.1 µM],?,2.1%[57.1 µM],-9.5%,-0.1%,-4.9%,-5.4%
COc1ccc([C@H]2CC(=O)C=C(c3ccc4c(c3)sc3ccccc34)C2)cc1,-3.4%,-3.2%,-0.6%,-1.9%,22.0%,23.1%,0.0%,-15.7%,-25.8%
CN1CCN(CCCCOc2ccccc2C=O)CC1,-0.1%,-18.9%,5.1%[57.1 µM],?,-0.8%[57.1 µM],20.1%,-0.2%,-32.3%,7.4%

# Screens: PubChem, National Center for Advancing Translational Sciences (NCATS)
